From PubChem
Gli-Sufu block – antagonists of Gli-Sufu signaling; inhibition, % at 5 µM; Sufu-KO-LIGHT fibroblasts, Gli luciferase reporter luminescence; 340,000 tested, 0.74% active;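 active = inhibition above about 55%, limit read from the data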;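 also: 0% = DMSO-treated cells and 100% = wells with medium but no cells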
697 NFkB inh – lowers PMA/ionomycin-induced NF-kB signal in 697 B cells | 330,000 tested, 0.33% active | inhibition, % at 4 µM | 697 B-cell NF-kB luciferase reporter, 16 h; in the data active = inhibition above about 35%
Jurkat NFkB inh – inhibitors of the PMA/ionomycin-induced NF-kB reporter in Jurkat cells; 330,000 tested, 0.53% active; inhibition, % at 4 µM; PMA/ionomycin-induced NF-kB luciferase reporter, luminescence
EBI2 block – antagonists of human EBI2 receptor | P32249 | EBI2 beta-arrestin recruitment, luminescence, 7a,25-OHC stimulated | inhibition, % at 5 µM | 360,000 tested, 0.81% active; in the data active = inhibition above about 38%;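 also: enzyme fragment complementation signal reports receptor beta-arrestin coupling in cells; 0% = agonist plus DMSO wells and 100% = wells without agonist; some results beyond the cut were filed as inactive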
Target sequence (P32249 whole entry, looked up, the tested form may be a part): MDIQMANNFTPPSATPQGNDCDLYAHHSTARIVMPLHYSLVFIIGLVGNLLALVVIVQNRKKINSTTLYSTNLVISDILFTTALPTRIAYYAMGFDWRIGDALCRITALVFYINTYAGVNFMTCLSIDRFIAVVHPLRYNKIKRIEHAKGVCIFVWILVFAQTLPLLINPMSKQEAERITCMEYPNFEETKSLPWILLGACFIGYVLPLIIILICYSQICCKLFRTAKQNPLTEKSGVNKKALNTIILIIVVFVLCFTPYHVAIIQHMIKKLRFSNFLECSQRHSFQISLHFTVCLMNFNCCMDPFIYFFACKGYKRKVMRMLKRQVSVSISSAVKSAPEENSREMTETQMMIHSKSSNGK
CCR6 antag – antagonists of human CCR6 receptor; AID 493098; inhibition, % at 20 µM; 340,000 tested, 0.49% active; P51684; CHO-K1 CCR6 PathHunter beta-arrestin, luminescence, CCL20-stimulated;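 active = compounds whose inhibition of the agonist-driven luminescence signal at 20 µM reaches about 50%, limit read from the data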;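 also: cells stimulated with CCL20 at 14 nM final; plate controls were DMSO with CCL20 for no effect and DMSO without agonist for full effect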
Target sequence (P51684 whole entry, looked up): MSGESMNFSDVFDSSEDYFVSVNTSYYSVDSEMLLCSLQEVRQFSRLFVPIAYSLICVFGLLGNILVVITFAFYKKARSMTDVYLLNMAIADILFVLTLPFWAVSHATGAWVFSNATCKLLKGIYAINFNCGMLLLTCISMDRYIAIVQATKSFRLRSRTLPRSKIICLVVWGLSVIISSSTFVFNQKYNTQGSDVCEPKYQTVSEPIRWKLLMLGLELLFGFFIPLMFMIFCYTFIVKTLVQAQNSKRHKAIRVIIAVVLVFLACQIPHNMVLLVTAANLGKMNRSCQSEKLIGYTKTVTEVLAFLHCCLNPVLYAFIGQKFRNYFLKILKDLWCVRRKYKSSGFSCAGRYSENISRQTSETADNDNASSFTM
UBC13 polyUb – inhibitors of human UBC13 polyubiquitin chain formation; P61088; TR-FRET; inhibition, % at 20 µM; 330,000 tested, 0.47% active; in the data active = inhibition above about 45%, passing the limit was not always enough
Target sequence (P61088 whole entry, looked up): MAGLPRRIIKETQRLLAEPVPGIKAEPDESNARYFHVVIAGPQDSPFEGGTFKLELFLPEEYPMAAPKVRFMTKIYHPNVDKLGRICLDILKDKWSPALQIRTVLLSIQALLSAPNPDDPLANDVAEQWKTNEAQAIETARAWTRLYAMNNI
Apaf-1 inh – human Apaf-1 inhibition; O14727; reconstituted apoptosome caspase-3 activity, DEVD-Rh110 fluorescence; inhibition, % at 20 µM; 330,000 tested, 0.71% active; AID 489030; active = inhibition of at least 40% at 20 µM;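 also: plate controls were DMSO wells for no effect and DEVD-CHO caspase inhibitor wells for full effect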
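Material: reconstituted apoptosome with Apaf-1, cytochrome c, caspase-9, procaspase-3, dATP. Technique: Rh110 fluorescence intensity. Buffer or medium: pH 7.5 Hepes buffer with CHAPS, BSA, DTT. Times: 30 min plus 50 min, RT.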
SENP8 inh – blocks the human protease SENP8 | Q96LD8 | inhibition, % at 10 µM | purified SENP8, Z-RLRGG-aminoluciferin cleavage, luminescence | 330,000 tested, 1.2% active
Target sequence (Q96LD8 whole entry, looked up): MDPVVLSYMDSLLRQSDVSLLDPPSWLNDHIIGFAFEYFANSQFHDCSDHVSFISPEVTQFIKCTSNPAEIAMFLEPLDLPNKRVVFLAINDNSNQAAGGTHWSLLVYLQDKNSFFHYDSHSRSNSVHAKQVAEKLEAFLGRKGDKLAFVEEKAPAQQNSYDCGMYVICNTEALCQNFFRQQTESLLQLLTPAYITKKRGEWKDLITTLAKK
The depositor's hits bear a star. Rule as the data show it, unless noted: active = inhibition above about 50%; inactive = the rest.

SMILES	Gli-Sufu block	697 NFkB inh	Jurkat NFkB inh	EBI2 block	CCR6 antag	UBC13 polyUb	Apaf-1 inh	SENP8 inh
CCc1nc2ccc(C(=O)NCCc3ccc(OC)c(OC)c3)cc2nc1CC	4.9	6.4	-0.2	1.1	-4.8	-1.5	-1.0	-0.8
Cc1cccc(C)c1NC(=O)N1CCC(c2nc3ccccc3o2)CC1	6.9	8.0	15.1	10.9	-6.8	0.4	-12.6	-2.4
O=c1[nH]c(Nc2ccc3c(c2)OCCO3)nnc1Cc1ccc(Cl)cc1	0.3	-8.4	-25.1	-0.5	-5.9	-3.1	22.9	3.1
CC(C)CNC(=O)CN(C)S(=O)(=O)c1ccc(F)cc1	3.9	28.8	-7.5	-6.5	1.8	-2.4	-7.4	1.8
COc1ccc(CNC(=O)C[C@H]2C(=O)N(Cc3ccccc3)C[C@@H]2Cc2ccccc2)cc1	0.0	6.0	7.4	-5.6	5.4	11.3	10.2	0.1
O=Cc1ccc(OCC(=O)NCC2CCCO2)cc1 (stereo unspecified)	-7.1	4.8	3.4	-3.6	0.7	2.7	-1.0	-0.9
COc1cc(C(=O)Nc2ccc(C)cc2C(NCC(=O)NN)c2ccccc2)cc(OC)c1OC (stereo unspecified)	13.6	16.7	-7.7	-1.1	-6.2	-5.7	5.3	-4.1
O=C(NCc1cccc(Br)c1)C1CC(c2ccccc2[N+](=O)[O-])=NO1 (stereo unspecified)	2.7	14.2	11.6	0.3	13.7	-1.1	6.2	9.9
CCn1c(SCC(=O)NCc2ccccc2)nc2nc3c(cc2c1=O)CCCC3	10.1	-28.1	-2.9	3.3	2.4	-16.6	-1.0	0.0
C=CCC(C(=O)Oc1c(C(C)(C)C)cc(C)cc1C(C)(C)C)c1ccccc1 (stereo unspecified)	-2.3	13.6	-6.5	-4.3	13.7	4.0	4.6	3.4
O=C(NCc1ccccc1)/C(=N\O)c1ccccc1	-29.3	-5.8	-15.7	-17.4	1.4	3.7	4.8	-4.6
O=S(=O)(Oc1ccccc1)c1cccnc1	-15.8	12.6	9.2	7.5	-3.4	-0.5	-3.1	-1.3
O=C(Nc1nc(-c2cccs2)c(C(=O)C(F)(F)F)s1)c1ccco1	-3.0	-15.9	10.0	-1.6	2.5	-13.3	6.8	-3.3
CC1CCCN(S(=O)(=O)CCNC(=O)c2ccccc2)C1 (stereo unspecified)	-12.1	-9.6	-11.8	-0.8	-7.8	-6.2	4.8	-7.8
CC(C)C(O)(CC#CCN1CCCC1)c1ccccc1 (stereo unspecified)	5.5	6.4	4.7	-5.6	9.1	-1.9	-3.2	-7.9

The last 3 entries of the section above are carried over, then new ones follow:
SMILES	Gli-Sufu block	697 NFkB inh	Jurkat NFkB inh	EBI2 block	CCR6 antag	UBC13 polyUb	Apaf-1 inh	SENP8 inh
O=C(Nc1nc(-c2cccs2)c(C(=O)C(F)(F)F)s1)c1ccco1	-3.0	-15.9	10.0	-1.6	2.5	-13.3	6.8	-3.3
CC1CCCN(S(=O)(=O)CCNC(=O)c2ccccc2)C1 (stereo unspecified)	-12.1	-9.6	-11.8	-0.8	-7.8	-6.2	4.8	-7.8
CC(C)C(O)(CC#CCN1CCCC1)c1ccccc1 (stereo unspecified)	5.5	6.4	4.7	-5.6	9.1	-1.9	-3.2	-7.9
O=C(c1ccc(F)cc1)N1CCCC(C(=O)N2CCCCC2)C1 (stereo unspecified)	6.2	1.8	7.0	6.0	13.4	-5.8	4.9	2.1
CC1=C(C(=O)Nc2ccccc2F)C(c2ccsc2)C2=C(CC(C)(C)CC2=O)N1 (stereo unspecified)	-6.3	13.4	-7.1	-2.4	12.1	4.1	3.3	4.1
Cn1cc(CN2CCCC(CO)(Cc3ccccc3)C2)c2ccccc21 (stereo unspecified)	28.1	5.3	-3.9	-3.3	-8.8	13.0	2.3	-0.9
Cc1ccc(F)cc1NC(=O)CN1CCN(c2ccccn2)CC1	9.3	9.6	8.1	2.0	3.5	11.6	-6.1	-0.9
CCN1/C(=C/C=C/c2oc3ccc(-c4ccccc4)cc3[n+]2CC)Oc2ccc(-c3ccccc3)cc21	88.3*	47.5*	97.7*	-9.6	59.8*	-112.4	20.8	2.9
O=C(NCc1ccccc1CN1CCCC1)c1cccc(S(=O)(=O)N2CCCC2)c1	0.5	-2.9	3.7	0.4	11.5	15.0	19.9	3.6
COc1ccc(CCNC(=O)Cc2c(Cl)cccc2Cl)cc1	-10.3	9.7	14.2	11.2	8.2	3.0	-6.7	-1.0
O=C(O)CCc1nc(-c2ccccc2Cl)no1	-17.6	15.2	16.5	-20.5	1.7	10.2	-10.3	1.1
Cc1nnc(NC(=O)c2c(-c3ccccc3Cl)noc2C)s1	2.5	20.0	-2.1	3.1	6.3	6.7	-3.7	-0.5
COc1ccc(S(=O)(=O)N2CCOC2CNC(=O)C(=O)NCc2ccncc2)cc1C (stereo unspecified)	0.2	-17.4	-3.1	-0.4	9.7	-2.9	9.7	-6.1
N#Cc1cccc(S(=O)(=O)Nc2c(NC3CCCCC3)c3ccccc3oc2=O)c1	-14.3	12.6	13.1	-1.3	9.0	9.2	-3.7	-1.6
Cc1nnc(CN(C)C(=O)CC2C(=O)NCCN2Cc2ccccc2C)o1 (stereo unspecified)	0.0	-9.0	-5.7	-3.0	14.1	-9.5	-4.7	-9.7
COC(=O)c1cc(-c2ccc(F)cc2)n(-c2ccccc2)n1	0.5	-18.9	-5.0	-3.5	10.3	-5.0	3.6	-9.4
O=C(NCCc1c[nH]c2ccccc12)C(=O)NCC(c1ccco1)N1CCN(c2ccc(F)cc2)CC1 (stereo unspecified)	5.7	-25.0	3.3	41.0*	19.6	6.4	8.9	-8.1
CC(=O)NC(CC(=O)Nc1nc(-c2ccc(N(C)S(C)(=O)=O)cc2)cs1)c1ccccc1 (stereo unspecified)	9.3	-7.1	23.6	7.6	8.6	5.6	3.1	-0.3

Of the compounds above, 2 have a furan ring, fused or not:
SMILES	Gli-Sufu block	697 NFkB inh	Jurkat NFkB inh	EBI2 block	CCR6 antag	UBC13 polyUb	Apaf-1 inh	SENP8 inh
O=C(Nc1nc(-c2cccs2)c(C(=O)C(F)(F)F)s1)c1ccco1	-3.0	-15.9	10.0	-1.6	2.5	-13.3	6.8	-3.3
O=C(NCCc1c[nH]c2ccccc12)C(=O)NCC(c1ccco1)N1CCN(c2ccc(F)cc2)CC1 (stereo unspecified)	5.7	-25.0	3.3	41.0*	19.6	6.4	8.9	-8.1

(listing goes on)
SMILES	Gli-Sufu block	697 NFkB inh	Jurkat NFkB inh	EBI2 block	CCR6 antag	UBC13 polyUb	Apaf-1 inh	SENP8 inh
O=C(COc1ccccc1F)Nc1ccc(S(=O)(=O)N2CCCC2)cc1	-48.0	1.6	-0.2	-4.2	10.7	5.1	8.0	-18.8
Cc1cccc(OC2(c3ccccc3)OC(=O)c3ccccc32)c1C (stereo unspecified)	6.0	17.2	6.6	27.3	18.6	-3.5	-1.6	4.6
COc1ccc(NC(=S)NCCc2ccc(Cl)cc2)c(OC)c1	4.2	2.2	2.1	15.9	7.5	0.2	2.8	2.0
O=C(COc1cc(=O)n2c(n1)SCCC2)c1ccccc1	-6.8	0.7	-5.3	-3.3	-6.0	-4.6	7.0	-4.3
CN(c1ccc(C(=O)N2CCN(Cc3ccccc3)CC2)cc1)S(=O)(=O)c1ccccc1	-6.6	4.3	0.2	7.9	4.2	-2.2	7.4	-1.7
O=S(=O)(c1ccccc1)c1nc(Cc2ccccc2)oc1N1CCOCC1	-8.7	20.1	1.6	-6.2	10.9	-11.9	-1.7	-1.3
O=C1CCNCCN1[C@H](CO)c1ccccc1	3.2	3.2	1.6	3.3	0.8	-3.4	-8.3	-9.6
O=c1[nH]c(C2CCN(S(=O)(=O)c3ccc([N+](=O)[O-])cc3)CC2)nc2c1nnn2Cc1ccccc1	7.7	3.9	20.3	-4.1	-9.0	-1.1	26.3	-1.8
C[C@H](CO)N1C[C@H](C)[C@@H](CN(C)S(=O)(=O)c2ccccc2)Oc2ccc(NC(=O)CCC(F)(F)F)cc2C1=O	-10.4	2.1	-13.0	-11.8	-4.7	-6.8	12.7	-6.9
O=C(CSc1cn(CCNC(=O)c2ccccc2F)c2ccccc12)NCC1CCCO1 (stereo unspecified)	4.7	7.0	8.9	-4.0	20.0	-1.0	-4.5	-2.0
c1cnn(-c2cc(N3CCOCC3)ncn2)c1	-6.9	-9.1	-9.9	-7.7	-10.6	-11.5	6.6	-9.2
CC1CCCCN1S(=O)(=O)c1ccc2c(c1)CCN2C(=O)C1CCC1 (stereo unspecified)	6.8	-43.0	-9.1	0.2	-14.3	-9.1	10.5	-3.0
Cc1nc(=O)c(-c2ccccc2)c(C)n1-c1ccc(C(=O)O)cc1	9.6	19.6	8.7	-19.5	-27.2	1.0	10.7	0.8
COC(=O)CC1C(=O)NCCN1C(=S)Nc1ccc(F)cc1 (stereo unspecified)	2.5	12.9	-8.4	1.4	6.7	1.2	-16.2	8.3
Cc1ccc(-n2nc3c(=O)n(CCCC(=O)NCCc4ccccc4)nc(C)c3c2C)cc1	-1.5	6.3	35.6	0.4	25.7	-1.7	9.1	-5.5

Record cards, from the list above. Values in the order: Gli-Sufu block	697 NFkB inh	Jurkat NFkB inh	EBI2 block	CCR6 antag	UBC13 polyUb	Apaf-1 inh	SENP8 inh
Record of Cc1cccc(C)c1NC(=O)N1CCC(c2nc3ccccc3o2)CC1 : 6.9	8.0	15.1	10.9	-6.8	0.4	-12.6	-2.4
Record of O=C(NCc1ccccc1CN1CCCC1)c1cccc(S(=O)(=O)N2CCCC2)c1 : 0.5	-2.9	3.7	0.4	11.5	15.0	19.9	3.6
Record of c1cnn(-c2cc(N3CCOCC3)ncn2)c1 : -6.9	-9.1	-9.9	-7.7	-10.6	-11.5	6.6	-9.2
Record of N#Cc1cccc(S(=O)(=O)Nc2c(NC3CCCCC3)c3ccccc3oc2=O)c1 : -14.3	12.6	13.1	-1.3	9.0	9.2	-3.7	-1.6
Record of O=C(COc1cc(=O)n2c(n1)SCCC2)c1ccccc1 : -6.8	0.7	-5.3	-3.3	-6.0	-4.6	7.0	-4.3

Continuation:
SMILES	Gli-Sufu block	697 NFkB inh	Jurkat NFkB inh	EBI2 block	CCR6 antag	UBC13 polyUb	Apaf-1 inh	SENP8 inh
COc1cccc2cc(C(=O)N3CCCCC3C)c(=O)oc12 (stereo unspecified)	38.8	5.6	-3.1	-13.5	1.0	3.0	-7.1	7.0
O=C(C1CCN(S(=O)(=O)Cc2ccccc2)CC1)N1CCCc2ccccc21	-17.7	-14.3	1.8	3.1	-0.7	7.7	2.3	-4.6
CC12CCC(C(=O)Nc3nccs3)(OC1=O)C2(C)C (stereo unspecified)	1.3	-9.3	2.9	-8.8	0.9	-15.5	7.9	-3.4
O=C(NCCCN1CCN(c2ccccc2F)CC1)C1CCC(=O)N1C1CCCCC1 (stereo unspecified)	14.4	6.4	19.5	1.1	-3.5	-4.1	-22.1	-0.7
CC(Sc1n[nH]c(-c2cccs2)n1)C(=O)N1CCCC1 (stereo unspecified)	3.7	6.2	-12.2	-9.1	8.6	-2.4	8.8	-6.1
CSc1nc2c(cc1C#N)CCC2	0.7	4.3	8.8	4.1	7.0	17.0	-7.5	6.8
COc1ccc(CNC(=O)Cc2c(C(=O)O)[nH]c3ccccc23)cc1	0.9	6.4	-4.2	-3.6	9.7	-3.6	0.9	-14.6
COc1ccc(-c2cc(C(=O)N3CCN(c4ccccc4F)CC3)c3ccccc3n2)c(OC)c1	22.6	1.9	7.6	-2.5	22.9	16.0	17.6	3.1
COc1ccc(OC)c(NC(=O)CN(c2ccc(C)cc2)S(=O)(=O)c2c(C)noc2C)c1	6.6	9.7	-4.2	48.2*	18.6	8.7	17.5	-2.9
CC(=O)NC(=S)Nc1ccc(S(=O)(=O)N(C)Cc2ccccc2)cc1	3.9	-11.9	10.6	4.5	15.8	8.8	8.2	-5.5
Cc1ccc2c(C)nc(N/C(N)=N/S(=O)(=O)c3ccc([N+](=O)[O-])cc3)nc2c1	17.8	-0.7	47.4	11.4	-5.7	3.4	9.6	5.4
COC(=O)/C=C1\SC(=NC(=O)c2ccc(C)cc2)NC1=O	-27.2	-5.9	-5.2	1.2	12.7	-11.5	12.1	-5.9
COc1ccc(OC)c(NC(=S)N2CCC(C(O)(c3ccccc3)c3ccccc3)CC2)c1	-0.6	-0.9	14.0	-0.2	20.3	23.3	10.1	-6.5
C(=C\c1ccccc1)/CSc1nnc(-c2cccnc2)o1	-1.3	1.2	-14.9	-0.4	8.9	-1.0	7.7	-8.1
COC(=O)c1ccc(NC(=O)COc2ccc([N+](=O)[O-])cc2)cc1	0.0	4.9	9.0	0.8	8.8	2.7	0.2	5.1

Not all compounds are listed; rates above refer to the full screens.
